MCF10A rerep = inducers of DNA re-replication in MCF 10A breast cells | MCF 10A DNA re-replication, Hoechst nuclear intensity, 48 h | Potency, µM (doses to about 46.1 µM), for the others: at the top dose activity, positive = re-replication, most hits filed as activators | 2.9% of 350,000 active | AID 624296; also: % of control where 0% means no effect; nearly all actives have a fitted effect of over 50% in size
EPAC2 antag = EPAC2 (human) antagonism | Q8WZA2 | EPAC2 GEF exchange of Rap1B-BODIPY-GDP, fluorescence | Potency, µM (series often up to 114 µM), inactives show at the top dose activity, negative = inhibition, usual class: inhibitors | 0.18% of 360,000 active | AID 720708; also: % is scaled to controls: 0 for no effect and ±100 for the full control effect; nearly all actives have a fitted effect of over 45% in size; many of its hits are not listed in these tables
Target sequence (Q8WZA2 whole entry, looked up): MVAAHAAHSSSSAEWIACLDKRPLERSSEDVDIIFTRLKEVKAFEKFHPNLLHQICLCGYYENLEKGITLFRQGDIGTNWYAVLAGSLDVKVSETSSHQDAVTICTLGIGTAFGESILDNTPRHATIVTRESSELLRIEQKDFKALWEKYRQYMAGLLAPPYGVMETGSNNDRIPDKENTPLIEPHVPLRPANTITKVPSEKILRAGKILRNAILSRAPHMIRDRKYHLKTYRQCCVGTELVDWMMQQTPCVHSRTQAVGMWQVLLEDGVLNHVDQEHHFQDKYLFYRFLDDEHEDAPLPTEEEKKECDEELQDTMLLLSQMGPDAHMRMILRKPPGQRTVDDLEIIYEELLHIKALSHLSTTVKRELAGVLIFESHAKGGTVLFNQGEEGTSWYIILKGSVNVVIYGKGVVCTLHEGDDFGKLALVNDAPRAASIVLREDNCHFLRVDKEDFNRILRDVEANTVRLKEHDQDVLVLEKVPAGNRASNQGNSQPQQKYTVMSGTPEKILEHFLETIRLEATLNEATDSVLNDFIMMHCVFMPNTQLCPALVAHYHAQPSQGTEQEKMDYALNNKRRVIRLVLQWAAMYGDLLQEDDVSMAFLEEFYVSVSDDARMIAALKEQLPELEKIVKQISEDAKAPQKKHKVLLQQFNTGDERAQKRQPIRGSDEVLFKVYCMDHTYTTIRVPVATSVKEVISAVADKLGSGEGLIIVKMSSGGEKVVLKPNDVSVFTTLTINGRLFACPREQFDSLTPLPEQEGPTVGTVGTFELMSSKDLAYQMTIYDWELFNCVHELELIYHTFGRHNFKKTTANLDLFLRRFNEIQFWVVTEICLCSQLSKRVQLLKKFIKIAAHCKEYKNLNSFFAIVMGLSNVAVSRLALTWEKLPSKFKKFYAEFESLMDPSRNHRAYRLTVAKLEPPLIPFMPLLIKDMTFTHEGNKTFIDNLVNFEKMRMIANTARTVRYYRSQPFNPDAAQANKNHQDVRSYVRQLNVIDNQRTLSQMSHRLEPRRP
Nrf2 ARE act = activators of Nrf2 (ARE) signaling; AREc32 ARE-luciferase reporter (MCF7-derived line), luminescence, 24 h; Potency, µM (doses to about 46.1 µM), for inactives: at the highest dose activation, actives largely listed as activators; 0.31% of 410,000 active; also: % of control where 0% means no effect; nearly all actives have a fitted effect of over 65% in size
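ARE-driven firefly luciferase activity in AREc32 cells measured after a 24 hr compound exposure at 37 deg C, using Steady-Glo reagent and a 30 min room-temperature hold.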
A549 viability = counter-screen for Nrf2 inhibitors: cytotoxicity in A549 cells; Potency, µM (series often up to 46 µM), for inactives: at the highest dose activity change, negative = cytotoxicity, usual class: inhibitors; A549 ARE-Fluc cells, CellTiter-Fluor viability, 18-24 h; 0.16% of 390,000 active; also: % is scaled to controls: 0 for no effect and ±100 for the full control effect
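Cytotoxicity counterscreen: CellTiter-Fluor fluorescence was measured in A549 ARE_Fluc cells after 18-24 h of compound exposure in a concentration series. The subsequent BugLite luminescent read reports ARE-luciferase activity.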
ATXN viability = reduces viability in counter-screen for ATXN expression inhibitors. S2 cells (HEK-293 line with an ATXN2-luciferase reporter) viability, CellTiter-Fluor protease fluorescence, 24 h. Potency, µM (top dose mostly 56.7 µM), usual class: cytotoxic. 0.49% of 400,000 active. AID 651635; also: nearly all actives have a fitted effect of over 40% in size
TGFb inhibitor = TGF-b pathway inhibition; 1.2% of 410,000 active; Potency, µM (series often up to 46.1 µM), without a hit: at the top dose activity, negative = inhibition, actives largely listed as inhibitors; AID 588855; HepG2 CAGA-GFP TGF-b/SMAD3 reporter, GFP fluorescence, 18 h; TGF-beta stimulated, 500 pg/mL final; also: % is scaled to controls: 0 for no effect and ±100 for the full control effect; nearly all actives have a fitted effect of over 65% in size
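Smad-responsive CAGA-GFP expression was quantified in HEPG2 cells exposed to compounds and 500 pg/mL final TGF-beta for 18 h at 37 degrees C; unstimulated wells defined full inhibition.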
Nrf2 inh = blocks Nrf2 signaling | A549 ARE-Fluc reporter, luciferase luminescence, 18-24 h | AID 504444 | Potency, µM (top dose mostly 46 µM), for inactives: at the top dose activity change, negative = inhibition, most hits filed as inhibitors | 2.1% of 360,000 active; also: % is scaled to controls: 0 for no effect and ±100 for the full control effect; nearly all actives have a fitted effect of over 60% in size
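Nrf2 activity is the BugLite luminescence, read 15 min after reagent at room temperature, following CellTiter-Fluor cytotoxicity readout (30 min, 37C). Compound titrations were applied for 18-24 h to 5000 A549 ARE_Fluc cells/well in 5% FBS OPTI-MEM.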
HepG2 tox = counter-screen for TGF-b inhibitors: cytotoxicity in HepG2 cells | AID 588856 | HepG2 CAGA-GFP viability, ATP luminescence, 18 h | Potency, µM (titrated, usually from 46.1 µM), for inactives: at the highest dose activity change, negative = cytotoxicity, hits mostly cytotoxic | 0.76% of 410,000 active; also: some results filed as inactive show a strong effect at the top dose
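HepG2 CAGA-GFP cells (1000/well, DMEM with 1% FBS) received compound, then TGF-beta at 500 pg/mL final, and were incubated 18 hours at 37 degrees C. Viability was read by CellTiter-Glo luminescence. Media-only wells were set as complete cell-killing and DMSO as no toxicity.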
ATXN2 expr inh = ATXN2 expression inhibition; Potency, µM (titrated, usually from 57 µM), inactives show at the highest dose activity change, negative = inhibition, most hits filed as inhibitors; AID 1745845; 0.72% of 360,000 active; HEK-293 ATXN2-luciferase reporter, luminescence, 24 h; also: % is scaled to controls: 0 for no effect and ±100 for the full control effect; nearly all actives have a fitted effect of over 55% in size
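qHTS (up to 57 uM final) was run with 24 h compound exposure of reporter cells at 37 °C. Each well was multiplexed: SteadyGlo luminescence measured ATXN2-luciferase expression after a fluorogenic Gly-Phe-AFC viability readout (25 uM final).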
An asterisk follows results filed as active; i = inactive; ? = inconclusive; . = not tested or not shown; [ ] = dose if it differs, or a comment. Calls follow the shape of the dose curve; as a rule, active = well fitted curve in the direction sought with a large enough effect; inconclusive = small, poorly fitted or top-dose-only effect, or another doubt; inactive = no such curve, though single readings can be large; an effect the other way counts as inactive or inconclusive. Potency is read from the fitted curve at half-maximal effect. An excerpt; the hit share may differ from the screen's.

The line under a structure holds: MCF10A rerep, EPAC2 antag, Nrf2 ARE act, A549 viability, ATXN viability, TGFb inhibitor, Nrf2 inh, HepG2 tox, ATXN2 expr inh
[1] Cc1ccc(C2C(C(=O)c3cccs3)=C(O)C(=O)N2CCN2CCOCC2)o1 (configuration not stated)
→ 3%, -2%, 13%, -14%, i, -14%, 10%, -12%, 6%
[2] Cn1c(SCc2cccc([N+](=O)[O-])c2)nc2ccccc2c1=O
→ ?, 2%, 7.3%, -5%, i, ?, ?, -5%, -33%
[3] Cc1cnc(CN(C)Cc2c(C(=O)N3CCCCCCC3)nc3ccc(Cl)cn23)[nH]1
→ -3%, -1%, 0.2%, -19%, ?, 5%, 2%, 5%, 2%
[4] COc1cccc2sc(NC(=O)c3ccc(S(=O)(=O)N4CCOCC4)cc3)nc12
→ 16%, 0%, 0.4%, -10%, i, 7%, ?, -7%, 3%
[5] O=S1(=O)c2ccc(Br)cc2N2CCC[C@@H]2CN1Cc1ccc(Cl)cc1
→ ?, 0%, 1.1%, 17%, i, -25%, -14%, -17%, -5%
[6] COc1ccc(S(=O)(=O)N(CC(=O)O)Cc2ccccc2)cc1OC
→ -3%, -3%, 0.0%, -2%, i, -1%, -5%, 5%, -8%
[7] Cc1cccc(C)c1NC(=O)c1sccc1SCc1cccc(C(F)(F)F)c1
→ ?, -18%, 4.0%, 1%, i, ?, ?, -7%, -24%
[8] CN(C(=O)COC(=O)Cn1c(C(F)(F)F)nc2ccccc21)c1c(N)n(Cc2ccccc2)c(=O)[nH]c1=O
→ 13%, -20%, -0.7%, 16%, i, 8%, 0%, 0%, -16%
[9] COc1cc(CNc2ccc(N3CCCC3)cc2)ccc1OCc1ccccc1F
→ ?, 7%, 9.8%, -10%, i, -7%, 13%, -24%, 3%
[10] Nc1ccc2c(c1)COc1ccccc1O2
→ 3%, 7%, 3.6%, -5%, i, 17%, 19%, 2%, 44%[activator]

(continued)
The line under a structure holds: MCF10A rerep, EPAC2 antag, Nrf2 ARE act, A549 viability, ATXN viability, TGFb inhibitor, Nrf2 inh, HepG2 tox, ATXN2 expr inh
[11] CC1CCN(CCOc2ccc(Cl)c(Cl)c2)CC1
→ 15%, 7%, -0.4%, -4%, i, ?, 13%, -21%, -8%
[12] CC(C)(C)c1ccc(C(=O)/C(C#N)=C/c2cccs2)cc1
→ ?, -14%, 0.1%, 0%, i, 1%, 27%, -21%, 0%
[13] CCN(CC)S(=O)(=O)c1ccc(-c2nnc(SCC(=O)N3CCOCC3)o2)cc1
→ ?, 2%, 0.0%, -3%, i, -1%, 5%, -5%, 5%
[14] CC(C)(C)SC(=O)CC1NS(=O)(=O)OC2CCCCC12 (configuration not stated)
→ 4%, -2%, -1.2%, 0%, i, -4%, 6%, -21%, 0%
[15] CCc1nc(SCc2cc(Cl)ccc2OC)n[nH]1
→ 12%, -6%, 0.0%, 11%, i, -12%, ?, -16%, 3%
[16] Cc1ccc(NC(=O)CS(=O)CC(=O)N2CCN(c3ccccc3)CC2)cc1 (configuration not stated)
→ -5%, 6%, -0.7%, 2%, i, ?, 0%, 6%, -6%
[17] CCN1CCN(S(=O)(=O)c2ccc(Cl)c(C(=O)Nc3ccccc3N3CCCCC3)c2)CC1
→ ?, 3%, 5.5%, ?, i, ?, ?, 1%, 0%
[18] N#CCC(=O)Nc1ncn(Cc2ccccc2Cl)n1
→ -2%, 5%, 0.4%, -18%, i, -15%, ?, 2%, -18%
[19] NC(=O)CC(CC(=O)OCc1ccccc1)c1ccccc1 (configuration not stated)
→ -1%, 14%, 0.0%, 3%, i, -1%, 5%, -6%, -4%
[20] COc1ccc(C(=O)NCCc2c[nH]c3ccc(OC)cc23)cc1
→ 4%, 8%, -0.7%, -6%, i, 7%, -8%, -8%, 26%

New compounds follow.
The line under a structure holds: MCF10A rerep, EPAC2 antag, Nrf2 ARE act, A549 viability, ATXN viability, TGFb inhibitor, Nrf2 inh, HepG2 tox, ATXN2 expr inh
[21] COc1ccc(-c2cc3ccccc3n2CC(O)Cn2nc(C)cc2C)cc1 (configuration not stated)
→ 9%, -2%, -0.1%, -17%, i, 0%, -19%, -25%, -5%
[22] O=C(N/N=C/c1ccco1)c1ccc2nc[nH]c2c1
→ -1%, 0%, 2.9%, 0%, i, 24%, -5%, 30%, 16%
[23] COc1cccc(C2C(C#N)=C(C)NC3=C2C(=O)CC(C)(C)C3)c1 (configuration not stated)
→ -4%, 7%, 0.5%, -4%, i, -1%, -15%, -13%, 5%
[24] O=C(/C=C\NCC(=O)c1ccccc1)c1ccc2ccccc2c1
→ ?, 5%, 5.9%, 1%, i, 8%, 27%, 10%, 21%
[25] COc1cccc(NC(=O)CSc2cc(C)[nH]c(=O)n2)c1
→ ., ., -0.5%, 0%, i, -5%, ., 4%, -1%
[26] O=C(NCC1CCCO1)/C(=C\c1ccccc1F)NC(=O)c1ccccc1 (configuration not stated)
→ 2%, 2%, 0.3%, 1%, i, -2%, 8%, -23%, -13%
[27] CC(C)Sc1oc(-c2cccs2)nc1S(=O)(=O)c1ccc(Cl)cc1
→ ., ., 0.6%, ?, ?, -25%, -9%[9.27 µM], -26%, -4%
[28] CCCC(=O)Nc1ccc(NC(=O)c2cccs2)cn1
→ 1%, -6%, 4.2%, 0%, i, -3%, 17%, 0%, 19%
[29] O=C(NNC(=O)c1cc(Cl)nc2ccccc12)c1ccccc1F
→ 1%, -4%, 7.1%, 3%, i, -12%, 7%, -5%, -11%
[30] O=c1c2ccccc2[nH]c(=S)n1CCCN1CCOCC1
→ -7%, -4%, 0.4%, 3%, ?, -5%, ., -2%, 1%

Other results
The line under a structure holds: MCF10A rerep, EPAC2 antag, Nrf2 ARE act, A549 viability, ATXN viability, TGFb inhibitor, Nrf2 inh, HepG2 tox, ATXN2 expr inh
[31] Cc1cc(C)cc(NC(=O)CSc2nccn2Cc2ccco2)c1
→ 2%, 1%, 4.3%, 4%, i, -1%, 11%, 8%, 5%
[32] Cc1ccccc1NS(=O)(=O)c1ccc2c3c(cccc13)C(=O)N2C
→ ?, ?, 18%, 5%, i, -14%, ?, -29%, 70%[activator]
[33] CCOc1ccccc1NS(=O)(=O)c1ccc2c(c1)NC(=O)CCS2
→ 4%, 4%, 1.2%, 14%, i, ?, ?, -4%, -13%
[34] CC(C)c1ccc(/C=N/NC(=O)c2ccccn2)cc1
→ 17%, -14%, -3.3%, 0%, i, 3%, ?, -22%, 13µM*
[35] CCOc1ccc(CCNC(=O)C2CCCN2C(=O)OCc2ccccc2)cc1OCC (configuration not stated)
→ -2%, -3%[57.1 µM], -0.5%, 12%, i, 0%, 0%, 4%, .
[36] O=C(COc1ccc(Cl)cc1Cl)N1CCN(c2ccccn2)CC1
→ -5%, -13%, 3.0%, 5%, i, -2%, -13%, -41%, -2%
[37] C=C(C)Cn1c(N2CCN(CC)CC2)nc2c1c(=O)[nH]c(=O)n2C
→ -6%, 9%, 2.3%, 2%, ?, 11%, -5%, 1%, -10%
[38] CC1CCC(N2CCN(S(=O)(=O)Cc3ccccc3)CC2)CC1 (configuration not stated)
→ 24%, 0%, 0.3%, -1%, i, -26%, 4%, -16%, 0%
[39] COc1ccc(CNn2c(-c3cccs3)nc3ccccc3c2=O)cc1OC
→ ?, -18%, 0.3%, -2%, i, 1%, 3%, -28%, -17%
[40] COc1ccc(C(=O)CSc2nc(C(C)(C)C)nc3ccccc23)cc1
→ ?, ?, 5.6%, 1%, i, 20µM*, -6%, -31%, -23%

Additional entries follow:
The line under a structure holds: MCF10A rerep, EPAC2 antag, Nrf2 ARE act, A549 viability, ATXN viability, TGFb inhibitor, Nrf2 inh, HepG2 tox, ATXN2 expr inh
[41] C[C@H](O)[C@@H]1C(=O)N2CCc3ccc(-c4cccc(F)c4)cc3[C@@H]2C[C@@H]1N(C)C(=O)C(C)(C)C
→ 13%, 1%, 8.1%, -6%, i, -22%, -6%, -12%, -3%
[42] O=C1CCCC/C1=C\Nc1ccc(C(=O)O)c(O)c1
→ 2%, -7%, 8.9%, -15%, i, 4%, 0%, -3%, .
[43] OCC[C@@H]1C[C@H](O)[C@@H](O)[C@]2(CCc3ccccc3CO2)O1
→ -3%, 34%[activator], -1.1%, -7%, i, 11%, -3%, 6%, 2%
[44] Cc1nnc(SCc2nc3ccccc3[nH]2)s1
→ -10%, 10%, 4.7%, -1%, i, 5%, ?, -68%, 15%
[45] CC(=O)N1CCc2cc(Br)cc(S(=O)(=O)N3CCN(C(=O)c4ccco4)CC3)c21
→ 0%, -1%, -0.7%, 2%, i, -9%, -5%, -36%, 3%
[46] CCC1CCCCN1C(=O)CSc1n[nH]c(N)n1 (configuration not stated)
→ -41%[inhibitor], 8%, -0.3%, 5%, i, 2%, 6%, -3%, 3%
[47] O=c1cc(-c2ccc(O)cc2)oc2ccccc12
→ 11%, -12%, ?, 1%, i, 1%, -7%, 2%, 0%
[48] COc1ccc(CCNC(=O)Cn2cccc2C(=O)c2ccccc2)cc1OC
→ -3%, -14%, -0.8%, 2%, i, 2%, 5%, -10%, -9%
[49] CCOC(=O)C(CCc1nnc(N)s1)C(=O)OCC
→ ?, 8%, 0.0%, -9%, i, -23%, 5%, 6%, -5%
[50] CNC[C@@H]1Oc2cc(Br)ccc2S(=O)(=O)N([C@@H](C)CO)C[C@H]1C
→ ., 27%, -0.4%, ., i, ?, ., -1%, -5%

(more compounds)
The line under a structure holds: MCF10A rerep, EPAC2 antag, Nrf2 ARE act, A549 viability, ATXN viability, TGFb inhibitor, Nrf2 inh, HepG2 tox, ATXN2 expr inh
[51] CC/C(=N\NC(=O)CNC(=O)/C=C/c1ccco1)c1ccccc1
→ 9%, 3%, 9.1%, -8%, i, -2%, 3%, 1%, -9%
[52] CC1Cn2cc(C(=O)Nc3ccccc3C(F)(F)F)c(=O)c3c(Cl)ccc(c32)O1 (configuration not stated)
→ ., ., 0.8%, 12%, ., -2%, ., -2%, .
[53] Cc1ccc(CSCC(=O)Nc2ccc(N3CCOCC3)cc2N2CCOCC2)cc1
→ -1%, 1%, 0.3%, 1%, i, 9%, 12%, 13%, -15%
[54] COc1ccc(Cl)cc1NS(=O)(=O)N1CCOCC1
→ 2%, 3%, -0.5%, -11%, i, 2%, -11%, 6%, 7%
[55] Cc1cccc(S(=O)(=O)Nc2cccc(-c3cn4ccsc4n3)c2)c1
→ 4%, -10%[57.1 µM], 2.0%, -18%, ?, -4%, ?, -3%, -5%

Screens from PubChem BioAssay.
